Assay outcomes from PubChem BioAssay.
PGK inhibitor: inhibitors of T. brucei phosphoglycerate kinase. P07378. 380,000 compounds, 0.043% hits. PGK/GAPDH coupled, Kinase-Glo luminescence, 60 min. Potency, µM (series often up to 57.5 µM), for the others: at the highest dose activity change, negative = inhibition, most hits filed as inhibitors; also: potency is read from the fitted curve at half-maximal effect; % is scaled to controls: 0 for no effect and ±100 for the full control effect; nearly all actives have a fitted effect of over 60% in size
Target sequence (P07378 whole entry, looked up): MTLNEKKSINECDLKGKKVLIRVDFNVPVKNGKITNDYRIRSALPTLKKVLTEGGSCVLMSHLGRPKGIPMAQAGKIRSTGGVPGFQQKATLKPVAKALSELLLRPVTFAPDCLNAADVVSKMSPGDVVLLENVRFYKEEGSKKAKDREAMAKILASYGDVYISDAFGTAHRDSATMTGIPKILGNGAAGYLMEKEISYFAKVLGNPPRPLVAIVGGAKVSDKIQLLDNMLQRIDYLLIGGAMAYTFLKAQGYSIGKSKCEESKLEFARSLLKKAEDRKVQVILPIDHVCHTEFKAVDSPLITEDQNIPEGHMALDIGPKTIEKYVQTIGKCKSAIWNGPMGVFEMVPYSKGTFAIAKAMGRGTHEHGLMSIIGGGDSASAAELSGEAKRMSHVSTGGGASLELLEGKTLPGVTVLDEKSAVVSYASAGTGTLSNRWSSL
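Recombinant glycosomal PGK reaction used 1,3-bisphosphoglycerate generated in-well by GAPDH (100nM final) in 100mM TEA pH 7.6, 5mM MgCl2, 0.01% Tween-20. After 60 minutes at room temperature, ATP was read by Kinase-Glo Plus luminescence end-point.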
GLS inh: inhibitors of human glutaminase (GLS); Potency, µM (highest dose often 45.5 µM), inactives show at the top dose activity change, negative = inhibition, most hits filed as inhibitors; 410,000 compounds, 0.21% hits; GLS enzymatic activity, qHTS titration; also: potency is read from the fitted curve at half-maximal effect; % is scaled to controls: 0 for no effect and ±100 for the full control effect
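Assay buffer: 45 mM KH2PO4 pH 8.2, 0.02% Tween-20. hKGA acts on L-glutamine (1 mM solution added); product glutamate is reported by an oxidase/peroxidase Amplex Red coupling, with fluorescence taken at baseline and 30 min.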
mIDH1 inhibitor: blocks human mutant IDH1 R132H enzyme; IDH1-R132H enzyme, NADPH consumption, diaphorase/resazurin fluorescence; Potency, µM (top dose mostly 76.6 µM), for inactives: at the highest dose activity change, negative = inhibition, usual class: inhibitors; 390,000 compounds, 0.093% hits; also: potency is read from the fitted curve at half-maximal effect; % is scaled to controls: 0 for no effect and ±100 for the full control effect; nearly all actives have a fitted effect of over 65% in size
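IDH1-R132H (0.5 ug/mL) preincubated 30 min with compound, then NADPH (0.016 mM) and alpha-KG (2 mM) added; 80 min at RT, pH 7.5. Remaining NADPH coupled via diaphorase/resazurin to fluorescence (540/590 nm); concentration-response curves normalized to no-enzyme control.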
Pin1 inh: inhibitors of human Pin1 | Q13526 | Pin1 FP peptide displacement, HiFluor488, 10 min | Potency, µM (titrated, usually from 115 µM), without a hit: at the top dose activity, negative = inhibition, hits mostly inhibitors | 390,000 compounds, 0.009% hits | AID 504891; active = well fitted inhibition curve with a large enough effect in the polarisation, with a control signal flat, not every such curve was filed as active; inconclusive = small, poorly fitted or top-dose-only effect, or effect the other way, or a change in a side signal; inactive = no such curve, though single readings can be large or run the other way; the % refers to the polarisation; also: potency is read from the fitted curve at half-maximal effect; % is scaled to controls: 0 for no effect and ±100 for the full control effect
TrxR1 substrate: is turned over as a substrate by rat TrxR1 | Potency, µM (titrated, usually from 114 µM), for the others: at the top dose activity change, negative = substrate turnover | AID 588456 | 390,000 compounds, 0.01% hits | purified TrxR1 substrate turnover, NADPH consumption readout | O89049; also: potency is read from the fitted curve at half-maximal effect; % is scaled to controls: 0 for no effect and ±100 for the full control effect; nearly all actives have a fitted effect of over 50% in size
Target sequence (O89049 whole entry, looked up): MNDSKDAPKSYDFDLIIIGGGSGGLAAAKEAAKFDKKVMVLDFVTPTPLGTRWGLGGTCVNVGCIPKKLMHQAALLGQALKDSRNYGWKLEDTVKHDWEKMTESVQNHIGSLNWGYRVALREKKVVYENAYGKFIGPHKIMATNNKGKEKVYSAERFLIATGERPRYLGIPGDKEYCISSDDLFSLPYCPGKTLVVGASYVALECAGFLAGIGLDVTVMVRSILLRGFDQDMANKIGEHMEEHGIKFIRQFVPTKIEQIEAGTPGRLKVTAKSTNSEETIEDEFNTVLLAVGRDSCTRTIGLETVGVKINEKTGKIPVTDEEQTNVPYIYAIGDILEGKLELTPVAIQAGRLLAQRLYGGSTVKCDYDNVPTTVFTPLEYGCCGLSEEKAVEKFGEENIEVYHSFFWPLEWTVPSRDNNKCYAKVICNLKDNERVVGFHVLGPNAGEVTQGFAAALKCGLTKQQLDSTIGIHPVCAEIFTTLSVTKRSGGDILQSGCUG
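Rat TrxR1, dispensed at 90 nM, was prereduced with 400 uM NADPH (final) for 5 min at ~22 deg C, then incubated with compound 15 min before 400 uM selenite. A first-read NADPH fluorescence drop versus no-compound background flagged substrates.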
TrxR1 inh: rat TrxR1 inhibition. O89049. recombinant rTrxR1, NADPH fluorescence consumption, selenite substrate. Potency, µM (series often up to 114 µM), without a hit: at the highest dose activity change, negative = inhibition, usual class: inhibitors. 390,000 compounds, 1% hits. AID 588453; also: potency is read from the fitted curve at half-maximal effect; % is scaled to controls: 0 for no effect and ±100 for the full control effect; nearly all actives have a fitted effect of over 65% in size
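Rat TrxR1 (90 nM in the dispensed reagent) was pre-reduced with 400 uM NADPH for 5 min at room temperature, then incubated with compound for 15 min. After 400 uM selenite was added, NADPH fluorescence (Ex 340/Em 450 nm) was followed for 8 min.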
USP1-UAF1 inh: blocks the human USP1/UAF1 deubiquitinase complex. O94782. recombinant USP1/UAF1, Ub-Rhodamine cleavage fluorescence. Potency, µM (doses to about 57.1 µM), for the others: at the highest dose activity change, negative = inhibition, hits mostly inhibitors. 390,000 compounds, 0.23% hits. AID 743255; also: potency is read from the fitted curve at half-maximal effect; % is scaled to controls: 0 for no effect and ±100 for the full control effect; nearly all actives have a fitted effect of over 60% in size; inactives centre near -12
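Step one: compound is pinned into 1nM USP1/UAF1 in HEPES pH 7.8 buffer with TCEP. Step two: 15 min room-temperature incubation. Step three: Ub-Rho (150nM final) starts cleavage, tracked by fluorescence over six one-minute reads.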
PI4K2A block: inhibitors of human PI4K2A. Q9BTU6. purified PI4K2A, ADP-Glo luminescence, 1 h; active compounds read low. activity change, negative = inhibition, % at 76.9 µM. 420,000 compounds, 0.13% hits. AID 1346378; in the data active = activity change below about -50%; inconclusive = mostly about -30% to -49%;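 also: -100% = wells without enzyme as full effect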
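PI4K2A activity was measured by ADP-Glo luminescence: enzyme (4 ug/mL stock) and phosphatidylinositol (1.2 mM stock) in Tris pH 7.5/MgCl2/EGTA/Triton X-100 buffer were reacted with ATP (300 microM stock) for one hour at ambient temperature.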
HP1b chromo inh: inhibitors of HP1-beta chromodomain binding to methylated histone tails; AlphaScreen HP1-beta / biotin-H3K9me3 peptide binding; Potency, µM (highest dose often 114 µM), without a hit: at the top dose activity change, negative = inhibition, hits mostly inhibitors; 390,000 compounds, 0.56% hits; AID 540317; also: potency is read from the fitted curve at half-maximal effect; nearly all actives have a fitted effect of over 70% in size; inactives centre near 23
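HP1-beta protein (50 nM final) preincubated 30 min at room temperature with biotinylated H3(1-18)K9me3 peptide (50 nM) in PBS pH 7.4, 0.01% Tween-20, then compound added for 30 min. AlphaScreen streptavidin donor/nickel chelate acceptor beads (10 ug/mL final), 30 min dark, luminescence read.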
Active calls of the source: *; i = inactive; ? = inconclusive; . = no result given; [ ] = another dose, or the depositor's remark. Unless noted, calls follow the shape of the dose curve; as a rule, active = well fitted curve in the direction sought with a large enough effect; inconclusive = small, poorly fitted or top-dose-only effect, or another doubt; inactive = no such curve, though single readings can be large; an effect the other way counts as inactive or inconclusive. Only part of the results is shown; count on the stated rates, not on these rows.

SMILES	PGK inhibitor	GLS inh	mIDH1 inhibitor	Pin1 inh	TrxR1 substrate	TrxR1 inh	USP1-UAF1 inh	PI4K2A block	HP1b chromo inh
COc1ccc(-c2oc3ccc(-c4ccc5c(c4)OCO5)cc3c2C#CC2(O)CCCCC2)cc1	2%	3%	-9%	14%	55%[activator]	?	6%	3	15%
Cc1ccc(C2/C(=C(\O)c3ccc4c(c3)OCCO4)C(=O)C(=O)N2CC2CCCO2)cc1 (configuration not stated)	2%	0%	-4%	6%	-9%	-10%	-2%	-4	-1%
O=C(NC1CC(=O)N(c2ccc(F)cc2)C1)N1CCN(C(=O)c2ccco2)CC1 (configuration not stated)	3%	18%	1%	-1%	4%	-5%	-4%	-2	11%
CCOC(=O)N=S(=O)(Oc1ccc([N+](=O)[O-])cc1)c1ccccc1 (configuration not stated)	3%	-2%	2%	1%	-3%	5%	-14%	8	17%
CCS(=O)(=O)Nc1cccc(C2=NN(S(C)(=O)=O)C(c3cccs3)C2)c1 (configuration not stated)	0%	-2%	0%	-2%	8%	21%	-16%	-3	82%[activator]
CCOC(=O)C1=C(COC(=O)Cc2ccccc2[N+](=O)[O-])NC(=O)NC1C (configuration not stated)	4%	1%	-1%	.	.	.	4%	2	.
COc1ccc(C(=O)Nc2ccc(NC(=O)c3ccccc3OC)nc2)cc1	-1%	5%	-6%	10%	13%	-8%	11%	3	31%
Cc1ccc(-c2nc(CSCC(=O)N3CCN(C(=O)c4ccco4)CC3)c(C)o2)cc1	2%	-1%	-10%	-6%	13%[57.1 µM]	?	-15%	-4	32%
COc1cc(C(C(=O)NC2CCCC2)N(C(=O)c2ccco2)c2ccccc2C(C)=O)cc(OC)c1OC (configuration not stated)	-5%	-2%	-1%	-9%	3%	12%	-3%	1	36%
O=C(c1cc([N+](=O)[O-])cc([N+](=O)[O-])c1)N1CCCc2ccccc21	9%	1%	5%	-3%	8%[57.1 µM]	1%[57.1 µM]	-5%	-11	-7%
C[C@@H]1CN([C@H](C)CO)C(=O)c2cc(-c3ccccc3)cnc2O[C@@H]1CN(C)C(=O)C1CCOCC1	5%	-8%	1%	.	.	.	-4%	-5	.
O=C(CNC(=O)N1CC(=O)Nc2ccccc21)Nc1ccc(Cl)cc1	0%	0%	-1%	0%	-10%	-14%	-8%	8	27%
CCC(=O)Nc1nc2nc(C)cc(=O)n2[nH]1	-1%	0%	2%	1%	-13%	-14%	4%	2	5%
CCOC(=O)Cn1c(=NC(=O)CSC(C)=O)sc2cc(F)ccc21	1%	1%	1%	45%[activator]	9%[57.1 µM]	10%[57.1 µM]	-15%	-7	33%
CCN(CC(=O)NC1CCS(=O)(=O)C1)c1ccc(S(=O)(=O)N(CC)CC)cc1[N+](=O)[O-] (configuration not stated)	-5%	-9%	1%	7%	1%	-22%	-12%	7	5%
Cn1c(N)c(C(=O)CCl)c(=O)n(Cc2ccccc2)c1=O	3%	-8%	-3%	3%	10%[57.1 µM]	13µM*	-1%	-4	39%
CCN1/C(=C/c2sc(-c3ccccc3C)c[n+]2C)Sc2ccccc21	5%	-10%	7%	-8%	14%[57.1 µM]	21%[57.1 µM]	-17%	-1	-12%
CCCc1ccc(Oc2c(-c3ccc(O)c(C)c3O)n[nH]c2C)cc1	-6%	13%	-15%	-2%	-7%	38%[57.1 µM]	-21%	-7	-6%
C[C@@H]1CN([C@H](C)CO)C(=O)c2cc(-c3ccc(C#N)cc3)cnc2O[C@H]1CN(C)C(=O)c1ccccc1	-4%	-8%	0%	.	.	.	-20%	1	.
COCCNC(=O)/C(C#N)=C/c1ccc(O)c([N+](=O)[O-])c1	i	2%	19%	12%	-27%	-15%	-14%	-26	29%
CCN(C(=O)CSc1nnc(SC)s1)c1c(N)n(Cc2ccccc2)c(=O)[nH]c1=O	-8%	1%	3%	-9%	5%	-1%	-13%	-1	67%[activator]
Cn1c(C(=O)N2CCN(c3ccc(F)cc3)CC2)cc2ccccc21	-5%	4%	3%	1%	0%	22%	-17%	-1	3%
N/C(=N\OS(=O)(=O)c1ccc2ccccc2c1)c1ccncc1	1%	4%	4%	-2%	7%[57.1 µM]	13%[57.1 µM]	-13%	-4	?
COc1ccc2cc3cc(C(=O)NCCC(C)C)oc3nc2c1	-4%	-1%	5%	-2%	60%[activator][57.1 µM]	23%[57.1 µM]	-5%	3	18%
CCC1CC=CC2C1C(=O)N(Cc1ccccc1)C2c1ccc(C(F)(F)F)cc1 (configuration not stated)	.	.	.	-4%	-1%	11%[57.1 µM]	.	.	42%[activator]
CCOC(=O)NC1CCc2cc(OC)c(OC)c(OC)c2-c2ccc(SC)c(=O)cc21 (configuration not stated)	i	2%	1%	2%	4%[11.4 µM]	-6%[57.1 µM]	-7%	-1	16%
O=S(=O)(c1cccc(-c2cn3cc(Cl)ccc3n2)c1)N1CCOCC1	-8%	4%	16%	-9%	16%[57.1 µM]	28%[57.1 µM]	-19%	4	11%
Cc1ccc(C(C(=O)NC2CCCC2)N(Cc2ccc(F)cc2)C(=O)c2snc(C(N)=O)c2N)o1 (configuration not stated)	8%	2%	?	?	13%	14%	-18%	1	6%
Cc1cccc(S(=O)(=O)CC(=O)Nc2nc(-c3ccccc3)cs2)c1	-8%	-2%	4%	3%	8%[57.1 µM]	14%[57.1 µM]	-8%	5	18%
CS(=O)(=O)c1ccc(-c2nnc(NC(=O)c3cccc(N4C(=O)CCC4=O)c3)o2)cc1	6%	9%	-8%	6%	-1%[57.1 µM]	-5%[57.1 µM]	-10%	2	33%
COC(=O)COc1ccccc1C(N)=O	-12%	.	0%	-3%	0%	4%	-19%	2	44%[activator]
Cc1nc(C(C)NC(=O)c2cc(COc3ccc(C)c(C)c3)on2)c(C)s1 (configuration not stated)	-16%	2%	4%	7%	0%	16%	-21%	-7	27%[57 µM]

Grouped by structure, the compounds so far containing fluorine
SMILES	PGK inhibitor	GLS inh	mIDH1 inhibitor	Pin1 inh	TrxR1 substrate	TrxR1 inh	USP1-UAF1 inh	PI4K2A block	HP1b chromo inh
O=C(NC1CC(=O)N(c2ccc(F)cc2)C1)N1CCN(C(=O)c2ccco2)CC1 (configuration not stated)	3%	18%	1%	-1%	4%	-5%	-4%	-2	11%
CCOC(=O)Cn1c(=NC(=O)CSC(C)=O)sc2cc(F)ccc21	1%	1%	1%	45%[activator]	9%[57.1 µM]	10%[57.1 µM]	-15%	-7	33%
Cn1c(C(=O)N2CCN(c3ccc(F)cc3)CC2)cc2ccccc21	-5%	4%	3%	1%	0%	22%	-17%	-1	3%
CCC1CC=CC2C1C(=O)N(Cc1ccccc1)C2c1ccc(C(F)(F)F)cc1 (configuration not stated)	.	.	.	-4%	-1%	11%[57.1 µM]	.	.	42%[activator]
Cc1ccc(C(C(=O)NC2CCCC2)N(Cc2ccc(F)cc2)C(=O)c2snc(C(N)=O)c2N)o1 (configuration not stated)	8%	2%	?	?	13%	14%	-18%	1	6%
